High-throughput results as filed in PubChem.
KOR beta-arrestin-1: KOR agonists, beta-arrestin recruitment, primary screen, cell-based, luminescence, uHTS (AID 1777); KOR beta-arrestin recruitment, luminescence; higher % means a stronger effect; activation, % at 10 µM; hits with a dose series show EC50 in µM; 0.02% of 280,000 active; in the data active = activation above about 50%, passing the limit was not always enough; also: a part of the inactive calls stands beside numbers as strong as those of hits
NTR1 ag: NTR1-driven beta-arrestin-GFP spot formation – imaging, U2OS cells, high content, primary screen (AID 493036) | P30989 | agonist mode | activation, % at 20 µM | 0.17% of 330,000 active;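 active = activation at or above 40% of the spot to cytoplasm intensity ratio, with at least 20 cells analyzed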;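 also: 0% = DMSO without peptide and 100% = 100 nM NTR1 peptide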
Target sequence (P30989 whole entry, looked up): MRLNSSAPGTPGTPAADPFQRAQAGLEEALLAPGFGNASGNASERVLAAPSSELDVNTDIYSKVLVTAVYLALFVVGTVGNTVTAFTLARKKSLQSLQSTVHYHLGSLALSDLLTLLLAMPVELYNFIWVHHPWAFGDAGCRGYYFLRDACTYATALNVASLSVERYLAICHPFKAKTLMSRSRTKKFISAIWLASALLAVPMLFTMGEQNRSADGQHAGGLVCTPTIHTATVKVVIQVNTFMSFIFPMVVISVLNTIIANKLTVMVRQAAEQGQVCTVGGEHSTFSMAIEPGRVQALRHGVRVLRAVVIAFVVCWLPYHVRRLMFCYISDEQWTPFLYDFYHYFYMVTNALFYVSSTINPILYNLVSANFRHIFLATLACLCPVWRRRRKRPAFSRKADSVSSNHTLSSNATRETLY
Yfh1-off respiration: enhancers of respiration in Yfh1-depleted yeast, dose response, Friedreich's ataxia, plus single-dose screen (AID 1465); S. cerevisiae Yfh1-off respiration, WST-1 reduction, 72 h; higher fold induction means a stronger effect; one-dose fold induction at 50 µM; EC50 in µM for titrated hits; 0.074% of 220,000 active;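 active = fold induction of absorbance versus untreated yeast above a set limit, then at least 30% activation at any dose in follow-up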;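 also: activators that raise dye reduction in frataxin-depleted yeast; strong numbers were not always called active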
KOR beta-arrestin-2: kappa opioid receptor blockers – cell-based, luminescence, uHTS (AID 1778); KOR beta-arrestin recruitment, luminescence, antagonist mode; higher % means a stronger effect; inhibition, % at 10 µM, or IC50 in µM where a hit was titrated; 0.091% of 290,000 active; also: strong numbers were not always called active
TNAP activation fold: stimulation of alkaline phosphatase TNAP activity – biochemical, luminescent, no phosphate acceptor, uHTS, primary screen (AID 1001). 0.03% of 200,000 active. purified TNAP, luminescent activation assay, no phosphate acceptor; higher activation fold means a stronger effect. one-dose activation fold at 20 µM; EC50 in µM for titrated hits; in the data active = activation fold from about 3, or a potency from the dose series; inactive = the rest, 99 in 100 with activation fold below about 1.6; also: many of its hits are not listed in these tables
NOD2 inhibition: inhibition of NOD2-driven NF-kB reporter – cell-based, luminescence, uHTS, HEK293 (AID 1566). HEK293 NOD2/NF-kB luciferase reporter, luminescence; higher % means a stronger effect. one-dose inhibition, % at 4 µM; EC50 in µM for titrated hits. 0.63% of 290,000 active; also: many of its hits are not listed in these tables
ER stress rescue: protection against thapsigargin-triggered cell killing – 384-well, CSM14.1, ATP luminescence, primary screen (AID 1222); CSM14.1 thapsigargin-induced death rescue, ATP luminescence; higher % means a stronger effect; cellular ATP content (survival), % at 20 µM, or EC50 in µM where a hit was titrated; 190,000 tested, under 10 active;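 active = EC50 below 50 µM in the dose-response confirmation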;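 also: death triggered by thapsigargin at about 15 µM added after 2 h compound pretreatment; cell ATP read after overnight thapsigargin exposure of roughly 18 to 22 hours; normalized against plate controls of thapsigargin alone and 5% DMSO vehicle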
GPR55 beta-arrestin: GPR55 agonists via beta-arrestin recruitment, primary screen, imaging, U2OS cells, beta-arrestin-GFP redistribution (AID 1961). activation, % at 10 µM; hits with a dose series show EC50 in µM. U2OS GPR55 beta-arrestin-GFP redistribution imaging; higher % means a stronger effect. 0.048% of 290,000 active;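 active = activation above 40% with more than 50 cells counted in the well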;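 also: U2OS osteosarcoma cells stably expressing GPR55 and beta-arrestin-GFP; plate controls were DMSO negative control for no effect and LPI positive control for full effect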
NOD1 inhibition: inhibition of NOD1-driven NF-kB reporter – cell-based, luminescence, uHTS, primary screen (AID 1578) | inhibition, % at 4 µM; hits with a dose series show EC50 in µM | 1% of 290,000 active | NOD1-driven NF-kB luciferase reporter cells, luminescence; higher % means a stronger effect; in the data active = inhibition mostly above about 36%, no sharp cut-off; inactive = mostly below about 34%;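 also: HEK-293T reporter cells stimulated with the NOD1 agonist gamma-tri-DAP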
NTR1 ag cell count 20 µM: also measured in NTR1 ag; calls as there; cell count; measured here: cell count, cytotoxicity flag
Starred values were filed as active, the others as inactive; i = inactive; · = not tested or not shown; [ ] = remark or other dose. Rule as the data show it, unless noted: active = inhibition above about 50%; inactive = the rest. This is a subset (hit frequency here may not be typical).

Every second line gives: Yfh1-off respiration, KOR beta-arrestin-1, NOD1 inhibition, ER stress rescue, KOR beta-arrestin-2, NTR1 ag, TNAP activation fold, NOD2 inhibition, NTR1 ag cell count 20 µM, GPR55 beta-arrestin
[1] CCCC(=O)Nc1ccccc1NC(=O)c1ccc(OCC)c(OCC)c1
  i, -0.1%, -44%, -0.8%, 17%, 0.0, 1.1, 4%, 41, -0.1%
[2] O=C(CCCCCN1C(=O)CCC1=O)Nc1ccc2c(c1)OCO2
  i, -2.8%, -14%, ·, 24%, -0.2, 1.1, 5%, 51, -0.2%
[3] Cc1ccc(C)c(SCC(=O)OCC(=O)NCc2ccccc2)c1
  i, 1.5%, -1%, -2.6%, -12%, -0.1, 1.1, 6%, 91, -0.3%
[4] COc1ccc2nc(Nc3nc(CSc4nc5ccccc5[nH]4)cc(=O)[nH]3)nc(C)c2c1
  i, 4.4%, -26%, 13%, ·, 4.8, 2.4, 15%, 33, 0.1%
[5] Cc1ccc(CC(=O)Nc2cccc(C#N)c2)cc1
  i, -4.0%, 5%, 1.9%, -15%[20 µM], -2.0, 1.1, 22%, 110, 0.4%
[6] CCOc1cc(N2CCOCC2)c(OCC)cc1NC(=O)c1ccc(OC(C)C)cc1
  i, -11%, -10%, 0.8%, 13%, 5.0, 1.2, 10%, 30, 0.9%
[7] C=CCn1c(SCc2cc(=O)n3ccsc3n2)nc2ccccc2c1=O
  i, -0.7%, -26%, 1.3%, -24%, 0.8, 0.9, 19%, 32, 0.1%
[8] CCOc1ccc(CCNC(=O)C2=C(C)C(=O)OC23CCCCC3)cc1OCC
  i, 11%, 27%, -1.3%, -12%, 1.0, 1, -7%, 95, 0.6%
[9] CCOC(=O)c1ccc(CSC(=N)N)o1
  i, 3.7%, -1%, ·, 16%, -0.8, ·, 20%, 62, -0.1%
[10] CC(C)C[C@H](NC(=O)c1nc[nH]c1C(=O)NC(c1ccccc1)c1ccccc1)C(=O)OC(C)(C)C
  i, -3.8%, 2%, -0.7%, -13%, 22, 1.1, -54%, 59, 0.5%
[11] O=C(N=Nc1ccc(NOC(=O)c2ccccc2Br)cc1)c1ccccc1O
  i, -0.3%, -53%, -2.2%, 13%, 2.0, 0.8, -118%, 53, -0.2%
[12] CCOc1cc(NC(=O)C2CC2)c(OCC)cc1NC(=O)c1ccccc1OCC
  ·, -0.1%, 7%, ·, -32%, 12, ·, 24%, 33, 0.1%
[13] Cc1nc(C)c(C(=O)N/N=C/c2cc(Br)ccc2O)s1
  i, 3.9%, -8%, ·, -48%, 0.0, ·, 51%*, 60, -1.9%
[14] CCn1nc(C(=O)OC(C(=O)c2c[nH]c3ccccc23)c2ccccc2)c2ccccc2c1=O (stereo not drawn)
  i, -4.5%, -20%, -0.9%, -5%, 3.4, 1, -6%, 76, 0.0%
[15] CCCC(C(=O)Nc1ccc(S(=O)(=O)Nc2ncccn2)cc1)c1ccccc1 (stereo not drawn)
  ·, -2.1%, -12%, ·, 1%, -0.6, ·, 8%, 56, 0.0%
[16] Cc1sc2ncnc(SCC(=O)NC(C)(C)C)c2c1C
  i, ·, -34%, 2.2%, -6%[20 µM], 2.1, 1, 7%, 46, 0.0%
[17] O=C(N/N=C/c1ccccn1)c1ccc([N+](=O)[O-])cc1Cl
  ·, -0.2%, -26%, ·, 2%[20 µM], 0.6, ·, 3%, 56, -0.2%
[18] O=C(O)c1ccccc1SCc1cn2cc(Cl)ccc2n1
  i, -3.9%, 9%, 1.9%, -26%[20 µM], -0.6, 1.1, -2%, 78, -0.1%
[19] O=C(Nc1ccccc1C(=O)N1CCCC1)c1cccc(S(=O)(=O)N2CCCCCC2)c1
  i, -3.1%, -23%, 0.2%, 29%, -1.1, 1, 10%, 66, 0.3%
[20] COc1cc(C(=O)Nc2ccc3c(c2)nc(C)n3C)cc(OC)c1OC
  ·, 2.8%, -41%, ·, -71%[20 µM], 0.1, ·, -56%, 54, 0.8%
[21] N#Cc1ccc(CSc2nnc(-c3cccnc3)n2-c2ccccc2)cc1
  i, -0.5%, -28%, -0.3%, -37%, 0.5, 1, -1%, 66, 0.5%
[22] Cc1ccccc1OCC(=O)O/N=C(\N)Cc1ccc(Cl)cc1
  i, -3.2%, -6%, -1.6%, 12%, 0.7, 1.1, -15%, 38, -0.1%
[23] O=C(Nc1cccc(C(=O)NC2CCCCC2)c1)c1ccccc1
  ·, -2.2%, -22%, ·, 2%, -1.1, ·, 12%, 54, -0.2%
[24] COc1ccc(NC(=O)C(c2ccc(Cl)cc2)C(C)C)cn1 (stereo not drawn)
  ·, 4.7%, 7%, ·, 15%, 0.7, ·, 0%, 50, 0.3%
[25] Cc1ccc2c(c1)C(=O)CC1(CCCC1)O2
  i, -1.0%, -3%, ·, -10%, -4.7, ·, 3%, 90, -0.1%
[26] COCCN(Cc1cc2cc(C)c(C)cc2nc1Cl)C(=O)Nc1ccccc1
  i, 6.2%, 24%, 2.4%, -35%, 5.9, 1.1, -6%, 35, -0.3%
[27] CCOc1ccccc1N(CC(=O)NC1CCCC1)C(=O)CCC(=O)Nc1cc(C)on1
  i, 5.3%, -16%, -2.2%, -7%, -5.8, 1.1, -2%, 74, -0.1%
[28] O=C(CCC(=O)Nc1ccc(F)cc1)N/N=C/c1c[nH]c2ccccc12
  i, 4.1%, -36%, -1.3%, -15%, -1.1, 1.1, 4%, 94, 0.6%
[29] C/C(=N\NC(=O)c1c(Br)c(C)nn1C)c1ccc(NC(=O)c2ccoc2C)cc1
  i, -2.3%, -14%, 0.1%, -15%, 0.9, 1, -5%, 75, -0.5%
[30] CC(=O)Oc1ccc(OC(C)=O)c(SCCCCCCl)c1
  i, -5.7%, -10%, -0.5%, 10%, ·, 1.1, -6%, ·, 5.2%
[31] CC(=O)c1c(C)[nH]c(C(=O)Nc2ccc(C)c(S(=O)(=O)Nc3ccc(C)cc3C)c2)c1C
  i, 4.7%, -3%, ·, -34%, 14, ·, -8%, 61, -0.1%
[32] COC(=O)c1ccc(CNS(=O)(=O)c2ccc3ccccc3c2)cc1
  ·, -3.4%, -11%, ·, -48%, 3.6, ·, 2%, 54, -0.2%
[33] O=C(Nc1ccc([N+](=O)[O-])cc1)c1cccc(S(=O)(=O)Nc2ccccn2)c1
  ·, 2.8%, -13%, ·, -43%, -1.2, ·, 17%, 35, 0.0%
[34] COc1ccc(S(=O)(=O)O/N=C2\CCCc3ccccc32)cc1
  ·, 0.8%, -28%, -0.6%, 25%, 0.6, 1.1, 14%, 61, -0.2%
[35] CC1(C)CC(=O)c2sc(N3CCCCC3)nc2C1
  i, -7.8%, -14%, 1.4%, 9%, -0.3, 1.1, -32%, 47, -0.1%
[36] CCOCCOC(=O)C1=C(C)N(C)C(=O)NC1c1ccccc1Cl (stereo not drawn)
  i, 8.6%, 0%, -0.8%, 29%, 3.2, 1, 4%, 24, 0.2%
[37] Cc1ccc(S(=O)(=O)NCCSc2nnnn2-c2cc(C)ccc2C)cc1
  i, 3.6%, 0%, 1.9%, 34%, -0.5, 1, 6%, 92, 0.4%
[38] c1ccc2nc3c(nc2c1)[nH]c1ccccc13
  i, 9.7%, -54%, -2.9%, 2%, -1.1, 1, -146%, 86, -0.1%
[39] CC(=O)N1N=C(c2ccc(C)cc2)CC1c1ccc2c(c1)OCO2 (stereo not drawn)
  i, 3.1%, -5%, ·, -2%, -0.6, ·, 25%, 47, 0.0%
[40] Cc1[nH]c2ccccc2c1/C=C(\C#N)C(=O)NC(C)c1ccccc1 (stereo not drawn)
  ·, 7.6%, ·, 1.5%, -39%, 8.6, 0.9, 5%, 50, -0.1%
[41] O=C(NN=C1CCCC1)c1cccc(Br)c1
  ·, 1.2%, 7%, ·, -9%, -0.6, ·, 1%, 58, -0.1%
[42] Cn1c(SCC(=O)c2ccc(-c3ccccc3)cc2)nnc1-c1ccco1
  i, -4.5%, -33%, ·, 3%, 0.4, 1, -4%, 48, -0.1%
[43] Cc1ccccc1C(=O)Nc1ccnn1C1CCN(Cc2c(C)n(C)c3ccccc23)CC1
  ·, 4.4%, -26%, ·, -7%, -0.5, ·, 12%, 61, -0.2%
[44] Cc1c(OCC(=O)N2CCC(C(N)=O)CC2)ccc2c1oc(=O)c1ccccc12
  ·, -3.6%, -30%, ·, 4%[20 µM], -1.4, ·, 3%, 104, -0.1%
[45] Cn1c(=O)c2c(nc(CN3CCN(Cc4ccccc4)CC3)n2Cc2ccc(Cl)cc2)n(C)c1=O
  i, 73%, 6%, -3.3%, 11%, 1.4, 1.1, -9%, 95, -0.1%
[46] COc1cccc(/C=N/Nc2nc3ccccc3n3cnnc23)c1O
  i, -4.8%, 38%, -1.6%, 19%, 3.8, 1.8, 45%, 32, -0.2%
[47] Nn1c(Cc2ccccc2F)n[nH]c1=S
  i, 1.2%, -13%, -0.9%, 1%, -0.6, 1.1, 12%, 27, -1.1%
[48] CSc1ccccc1OCc1cc(C(=O)N(C)C(C)c2ccccn2)no1 (stereo not drawn)
  ·, -2.0%, -13%, ·, 7%, 0.2, ·, 14%, 68, -0.1%
[49] Cc1ccc(OCCSc2nc3ccccc3n2CC(=O)O)cc1
  ·, 0.7%, -30%, ·, -10%, 0.4, ·, -13%, 61, 0.3%
[50] N#Cc1c2n(c3c(N)ncnc13)CCCCC2
  i, -2.8%, -6%, ·, 6%, -1.0, ·, 19%, 42, 0.7%
[51] CC(C)N(C(=O)Cn1cc(S(=O)(=O)CC(=O)Nc2ccccc2)c2ccccc21)C(C)C
  ·, 7.9%, -6%, ·, -8%, -0.7, ·, -30%, 66, 0.4%
[52] CN(C)Cc1nc2c(c(=O)[nH]1)C(C)(C)Cc1ccccc1-2
  i, 2.6%, -2%, 0.7%, -13%, -1.7, 1, -1%, 45, -0.1%
[53] Cc1ccc(NC(=O)C(C)c2cccc(C(=O)c3ccccc3)c2)cc1 (stereo not drawn)
  i, -2.8%, 36%, -0.2%, 12%, 0.1, 1.1, 19%, 50, -0.1%
[54] CSc1ccc(Cl)c(C(=O)Nc2ccc(C)cn2)c1
  i, -5.4%, -20%, -2.4%, -68%[20 µM], 0.4, 1.1, -11%, 75, 0.3%
[55] Cc1cc(C)nc(NS(=O)(=O)c2ccc(NC(=O)C3CC3)cc2)n1
  ·, 3.2%, -9%, ·, -32%, 0.4, ·, -20%, 49, 0.0%
[56] Cc1cc(S(=O)(=O)N2CCCC2)ccc1OCC(=O)NCc1ccccn1
  ·, 0.8%, -16%, ·, -25%, -1.0, ·, 5%, 42, -0.2%
[57] C/C=C/C=[N+](\[O-])C(C)/C(=N/O)c1ccc(F)cc1 (stereo not drawn)
  i, -2.9%, -20%, -1.5%, 15%, -1.8, 1.1, -6%, 79, 0.7%
